Bioassay records deposited in PubChem BioAssay by The Scripps Research Institute Molecular Screening Center.
LEDGF integ inh: blocks HIV-1 LEDGF/p75-dependent DNA integration | AID 743269 | hit rate 0.64% among 370,000 | TR-FRET IN-LEDGF/p75 DNA integration, Eu/Cy5 | inhibition, % at 3.7 µM;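 active = inhibition above the screen-wide mean plus 3 SD, cut at about 13% in these data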;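 also: signal is the Cy5 over europium emission ratio at 671 and 618 nm; 0% = plate median of compound wells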
Tn6 DDE FP: inhibitors of Tn6 peptide binding to human fibrin DD(E); P02675; Fibrin DD(E) TRITC-Tn6 fluorescence polarization displacement; inhibition, % at 8.3 µM; hit rate 0.21% among 370,000; AID 720509;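 active = inhibition above a per-campaign cutoff: mean of compounds within control limits plus 3 SD, cut at about 15% in these data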;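 also: 0% = median of all compound wells on the plate and 100% = blocking peptide control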
MBD2 inh: blocks human MBD2 binding to methylated DNA; Q9UBB5; TR-FRET, MBD2 binding to methylated oligonucleotide; inhibition, % at 4.4 µM; hit rate 0.31% among 370,000; AID 686964; in the data active = inhibition above about 13%
PRMT1 FP inh: blocks human protein arginine methyltransferase 1; AID 652257; hit rate 1.3% among 370,000; inhibition, % at 2.79 µM; recombinant PRMT1, activity-based probe fluorescence polarization; Q99873;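 active = inhibition above about 21% made by adding two undisclosed values, limit read from the data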
SIAE primary: human SIAE inhibition, primary screen | Q9HAT2 | SIAE FP-Rh probe binding, fluorescence polarization | inhibition, % at 9.66 µM | hit rate 0.69% among 370,000 | AID 1053197;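 active = inhibition above a cutoff: mean of compounds within the control limits plus 3 SD of those, cut at about 17% in these data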;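 also: 0% = plate median of compound wells and 100% = probe without SIAE protein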
Target sequence (Q9HAT2 whole entry, looked up): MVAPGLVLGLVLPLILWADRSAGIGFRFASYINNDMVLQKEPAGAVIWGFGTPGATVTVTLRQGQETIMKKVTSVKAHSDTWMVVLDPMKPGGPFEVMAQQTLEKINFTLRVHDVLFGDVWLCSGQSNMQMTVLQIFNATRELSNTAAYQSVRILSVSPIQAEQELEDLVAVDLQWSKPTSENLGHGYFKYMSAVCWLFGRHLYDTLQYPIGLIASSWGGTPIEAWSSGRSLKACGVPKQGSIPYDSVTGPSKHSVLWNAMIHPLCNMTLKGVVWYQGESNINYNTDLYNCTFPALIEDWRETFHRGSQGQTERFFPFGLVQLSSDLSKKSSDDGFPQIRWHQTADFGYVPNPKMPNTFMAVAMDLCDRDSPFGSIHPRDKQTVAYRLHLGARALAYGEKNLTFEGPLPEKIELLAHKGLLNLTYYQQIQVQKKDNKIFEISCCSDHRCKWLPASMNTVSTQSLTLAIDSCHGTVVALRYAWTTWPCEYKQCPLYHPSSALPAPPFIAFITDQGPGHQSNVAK
KLK7 zymogen act: activates the human kallikrein-7 zymogen; P49862; hit rate 0.9% among 370,000; activation, % at 7 µM; purified proKLK7, EDANS-DABCYL substrate fluorescence; 100% is mature enzyme control, 0% vehicle;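 active = activation above the mean of all tested compounds plus 3 SD, computed per campaign excluding outliers beyond control limits, cut at about 13% in these data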
Target sequence (P49862 whole entry, looked up): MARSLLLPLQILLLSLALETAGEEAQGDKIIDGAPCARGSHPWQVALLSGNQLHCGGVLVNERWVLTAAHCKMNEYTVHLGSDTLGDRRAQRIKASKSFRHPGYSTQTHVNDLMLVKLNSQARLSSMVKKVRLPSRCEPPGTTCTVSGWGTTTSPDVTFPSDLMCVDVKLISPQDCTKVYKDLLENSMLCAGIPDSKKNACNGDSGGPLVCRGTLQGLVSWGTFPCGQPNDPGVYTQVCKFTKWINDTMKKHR
TDP2 absorb: TDP2 (human) inhibition, absorbance primary screen; AID 720702; hit rate 0.34% among 370,000; O95551; recombinant TDP2, T5PNP hydrolysis, p-nitrophenol absorbance 415 nm; inhibition, % at 12.8 µM;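 active = inhibition above the mean of all tested compounds plus 3 SD, set per campaign, cut at about 25% in these data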;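 also: 0% = DMSO with enzyme and 100% = buffer with substrate but no TDP2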
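Material: recombinant human TDP2; quantity: TDP2 enzyme at 120 nM final; medium: Tris-HCl pH 7.5 with MgCl2; compound: single concentration, 12.8 µM nominal, with 1% DMSO; incubation: 2 h enzyme incubation at 37 °C; signal: epi absorbance; measure: percent inhibition; benchmarks: high control without enzyme, low control DMSO plus TDP2; repeats: singlicate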
UHRF1 MBD2 ctr: blocks human UHRF1 binding to methylated DNA; Q96T88; UHRF1 binding to methylated oligo, TR-FRET; inhibition, % at 4.4 µM; hit rate 0.75% among 370,000; in the data active = inhibition above about 21%;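 also: UHRF1 SRA domain binding a hemimethylated CpG hairpin DNA probe; 0% = median of test compound wells and 100% = reference inhibitor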
Tn7 DDE FP: disrupts Tn7 cyclic peptide binding to fibrin D-Dimer-E complex. P02675. FP displacement of FITC-Tn7 peptide from fibrin DD(E); 0% = median of compound wells per plate. inhibition, % at 8.3 µM. hit rate 0.13% among 370,000. AID 720508;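 active = inhibition above the mean of compounds falling within the control limits plus 3 SD of them, cut at about 14% in these data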;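 also: 0% = plate median of compound wells and 100% = 10 µM Aha-Tn7 peptide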
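Test system – human fibrin DD(E) · Times – 10 min preincubation, 3 h with tracer, room temperature · Detection – fluorescence polarization of the labelled Tn7 tracer · Measure – percent inhibition normalized to high-control wells · Benchmarks – high control wells with 10 µM unlabelled Aha-Tn7 peptide (full inhibition) · Repeats – singlicate testing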
TCR-CD3 inh: inhibitors of human TCR-CD3 interaction | TAMRA-labeled TCR probe fluorescence, biochemical | inhibition, % at 9.4 µM | hit rate 0.37% among 360,000; in the data active = inhibition above about 19%;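 also: recombinant mutant TCR 2C K166C tagged with TAMRA read by polarization; 0% = receptor in buffer alone and 100% = receptor with positive control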
Active calls of the source: *; x = not tested or not shown. Compounds as they come; any-hit rate near 4.6%.

SMILES	LEDGF integ inh	Tn6 DDE FP	MBD2 inh	PRMT1 FP inh	SIAE primary	KLK7 zymogen act	TDP2 absorb	UHRF1 MBD2 ctr	Tn7 DDE FP	TCR-CD3 inh
O=C(NCCCN1CCN(c2cccc(Cl)c2)CC1)c1cccc(N2CCCC2=O)c1	3	-2	1	-1	0	-0.7	-7	5	4	-6
Cn1ccnc1SCC(=O)N(C1CCCCC1)C1CCCCC1	-1	4	5	2	3	-0.1	6	1	2	-5
O=C1CN(C(=O)c2c(F)cccc2F)C(c2ccc(F)cc2)c2cc(F)ccc2N1 (stereo unspecified)	2	0	1	7	-1	-0.2	-6	2	5	-8
O=[N+]([O-])c1ccc(N2CCN(C(=S)NCc3ccc(Cl)cc3)CC2)cc1	-1	-3	6	11	-22	-3.0	-5	4	4	-5
CC(=O)c1ccc(Nc2nc(C(N)CC(C)C)cs2)cc1 (stereo unspecified)	7	-2	0	-3	-3	0.6	-2	-1	-6	-2
COc1ccc2[nH]c(=O)c(CN(CCO)S(=O)(=O)c3ccc4c(c3)OCCO4)cc2c1	-3	-4	7	5	-8	0.3	-17	11	1	-9
Cn1c(=O)c2cc(NC(=S)NC3CCCCC3)ccc2n1-c1ccccc1	7	-3	-2	2	0	-14	11	-2	-3	-3
COC(=O)[C@]12C[C@H](CC(=O)N3CCOCC3)C(=O)N(Cc3cccc4ccccc34)C1=C[C@H](C(C)(C)C)O[C@@H]2C	-2	4	4	-4	1	0.0	8	1	8	x
CC(C)[C@H](NC(=O)NCCC1=CCCCC1)C(=O)O	-6	0	-4	-1	6	0.7	6	-2	6	0
C/C(Cc1ccccc1)=N\NC(=O)CNC(=O)Cc1ccccc1	-6	0	1	0	13	-0.6	-8	-2	3	-3
CC(=O)NCCC(=O)NCc1ccc(F)cc1	-1	-2	0	1	-7	0.0	-5	6	-3	-4
COc1ccc(S(=O)(=O)Nc2ccc3c(c2)C(=O)N([C@H](C)CO)C[C@H](C)[C@@H](CN(C)C(=O)Nc2c(C)noc2C)OCCCC[C@H](C)O3)cc1	-1	0	6	0	1	-0.2	-1	0	2	4

Grouped by structure: the compounds so far with an aryl methoxy group.
SMILES	LEDGF integ inh	Tn6 DDE FP	MBD2 inh	PRMT1 FP inh	SIAE primary	KLK7 zymogen act	TDP2 absorb	UHRF1 MBD2 ctr	Tn7 DDE FP	TCR-CD3 inh
COc1ccc2[nH]c(=O)c(CN(CCO)S(=O)(=O)c3ccc4c(c3)OCCO4)cc2c1	-3	-4	7	5	-8	0.3	-17	11	1	-9
COc1ccc(S(=O)(=O)Nc2ccc3c(c2)C(=O)N([C@H](C)CO)C[C@H](C)[C@@H](CN(C)C(=O)Nc2c(C)noc2C)OCCCC[C@H](C)O3)cc1	-1	0	6	0	1	-0.2	-1	0	2	4

(more compounds)
SMILES	LEDGF integ inh	Tn6 DDE FP	MBD2 inh	PRMT1 FP inh	SIAE primary	KLK7 zymogen act	TDP2 absorb	UHRF1 MBD2 ctr	Tn7 DDE FP	TCR-CD3 inh
COc1ccc(OC)c(NC(=O)Nc2nnc([C@@H]3O[C@H](CO)[C@@H](O)[C@H]3O)s2)c1	1	-1	-3	-4	0	-0.7	-12	-2	4	-3
CCCCCCNC(=O)C(C(=O)OCC)C1CCCCC1 (stereo unspecified)	5	-3	-3	-3	6	-0.4	4	-2	-5	0
COC(=O)c1c(-c2ccc(N(C)C)cc2)sc2ccc(OC)cc12	-2	-5	1	-1	4	-23	-2	-1	5	6
COc1ccc2c(c1)c(C(C)=O)c(C)n2C	6	5	5	-6	0	0.1	3	-1	-8	2
CC(=O)Nc1ccc(S(=O)(=O)NCc2ccc(C(=O)NCCN3CCCCCC3)cc2)cc1	-1	4	-1	-4	-2	0.3	-8	1	-4	-6
CCOC(=O)CC(=O)CSc1nccc(-c2cccnc2)n1	-4	-8	-3	38*	0	0.8	-6	6	-1	-5
COc1ccccc1NC(=O)CSC1=NC(=O)C(NC(C)=O)C(=O)N1 (stereo unspecified)	-2	5	-6	25*	-1	0.7	4	-4	5	-4
COCCN1C(=O)N[C@@H](CCc2ccccc2)[C@@H](C(=O)OC)[C@H]1C	1	5	-2	-3	-7	0.2	-5	-2	10	3
Cc1ccc(NCc2ccccc2)cc1	-7	8	-7	-2	7	-0.3	-6	-3	4	8
O=C(COC(=O)c1ccc(O)cc1)NC1CCCCCCC1	3	3	2	-2	-5	-0.6	-4	0	-3	3
COc1cc(/C=N/NC(=O)c2ccoc2C)cc(OC)c1O	-1	2	2	1	3	-1.1	3	7	-5	5
CCN(CC)S(=O)(=O)c1ccc(NN=C2CCN(C)CC2)c([N+](=O)[O-])c1	-1	-1	-7	-1	13	-0.1	5	-3	-4	4
COc1cccc(NC(=O)C2CCC(CNS(=O)(=O)c3cccc4cccnc34)CC2)c1 (stereo unspecified)	0	1	-5	4	-8	0.2	4	-1	-2	-1
Cc1onc(-c2ccccc2)c1C(=O)NCC(=O)Nc1cc(Cl)ccc1Cl	8	-6	2	-3	-7	0.3	6	-1	-5	2
COC(=O)c1ccc(Cl)c(NC(=O)CN2CCC(C)CC2)c1	3	-5	-6	-1	4	-0.2	-18	2	2	3
COc1ccc(C(=O)NCc2cn3c(C)csc3n2)cc1OC	-4	-6	2	-3	4	-0.4	11	-4	-5	-2
C[C@@H]1CN([C@@H](C)CO)C(=O)c2cc(NS(C)(=O)=O)ccc2O[C@@H]1CN(C)Cc1ccc(C(F)(F)F)cc1	-2	-1	-2	1	-1	-0.6	3	3	-3	-2
COC(=O)c1ccc(NN=Nc2ccc(C)cc2)cc1	-2	1	-8	4	10	0.9	-14	-3	5	1
CCn1nccc1C(=O)Nc1ccc(Cl)cc1Cl	1	1	2	-3	6	0.1	5	0	2	3
COc1ccc(-c2cn[nH]c2-c2ccc(OCc3ccc(F)cc3)cc2O)cc1OC	3	3	0	-1	0	-0.2	-11	4	-8	-1
O=[N+]([O-])c1ccc(N/N=C/c2ccc(O)c(O)c2O)c(S(=O)(=O)N2CCOCC2)c1	50*	-5	-9	35*	28*	0.2	-8	-2	9	11
Cc1ccc2cc(-c3noc(C4CCCO4)n3)c(=O)[nH]c2c1 (stereo unspecified)	-1	0	-5	-3	1	0.6	2	-5	-4	3
CCOC(=O)CC1(CCc2ccccc2)Oc2ccccc2N1S(=O)(=O)c1ccc(C)cc1 (stereo unspecified)	2	-10	-1	-2	-9	0.4	-16	-2	-5	4
O=S(=O)(Nc1ccc(S(=O)(=O)N2CCCC2)cc1)c1ccc(F)cc1F	2	-1	-3	0	0	0.5	3	5	-6	-1
CC1CCCN(C(=O)C2CCN(C(=O)Nc3ccccc3)CC2)C1 (stereo unspecified)	1	8	-5	-4	-7	0.2	2	-1	3	-4
COc1cccc(N2CCN(C(=O)CN(C)S(=O)(=O)c3ccc4c(c3)CCC(=O)N4)CC2)c1	-4	-10	-1	0	7	-0.5	-1	-2	-4	-2
CN(C)C(=O)c1ccc(-c2cc3onc(-c4ccccc4)c3c(=O)n2C)cc1	1	-2	-4	0	0	0.8	-4	3	1	1
C[C@H](O)[C@@H]1C(=O)N2CCc3c([nH]c4ccccc34)[C@@H]2C[C@@H]1N(C)Cc1ccc(Cl)cc1	4	3	1	-6	2	52*	-9	1	-3	-4
CCOc1ccc(C(=O)Nc2ccc(N3CCN(C)CC3)cc2)cc1[N+](=O)[O-]	5	1	0	-2	8	-0.2	2	-1	-6	-1
COc1ccc(Oc2nc(-c3ccccc3)ncc2S(=O)(=O)c2ccccc2)cc1	3	2	-6	-2	0	0.0	2	-1	-6	5
CCOC(=O)c1ccc(NC(=O)c2ccc(NC(=O)C3CCCO3)cc2)cc1 (stereo unspecified)	-3	3	0	4	-6	0.5	4	-1	8	-4
O=c1[nH]cccc1-c1nc2cc(Cl)ccc2n1Cc1ccccc1	3	1	4	2	-1	-0.3	4	2	6	-2
CN1CCN(c2ccc(C(F)(F)F)cc2NC(=O)Nc2ccccc2)CC1	-3	-3	-7	-1	-3	0.2	-1	-3	2	4
COC(=O)[C@]12C[C@H](CC(=O)N3CCOCC3)C(=O)N(CCC3=CCCCC3)C1=C[C@H](COCc1ccccc1)O[C@@H]2C	1	4	-6	0	4	-0.7	0	1	0	4
COc1cc(OC)c(S(=O)(=O)NC(C)C)cc1C(=O)O	-11	1	4	1	1	1.1	-8	1	1	-10
Cc1ccc(S(=O)(=O)c2nc(/C=C/c3ccccc3)oc2N2CCC(C(N)=O)CC2)cc1	-1	5	1	8	2	0.3	-3	3	0	6
CCOC(=O)c1nn(-c2ccccc2F)c2nc(Nc3ccccc3)cc(=O)n12	1	7	-5	5	-1	-0.6	2	-2	1	3
CC[N+](C)(C)CC/C=C1/c2ccccc2Sc2ccc(Cl)cc21	-1	-2	2	-2	9	0.2	18	1	-3	9
N#Cc1c(C(F)(F)F)cc(-c2ccc(Cl)cc2)nc1SCC(=O)O	3	1	11	-5	2	-0.4	0	-1	-1	2
Cc1noc(C)c1COc1ccccc1C(=O)N(C)Cc1ccco1	0	-2	-1	0	0	-0.2	-5	2	3	5
Cc1nc(N)sc1-c1csc(Nc2ccc(Cl)cn2)n1	-3	2	2	5	15	0.1	13	-5	0	-1
CCOC(=O)CNC(=O)CSc1ncnc2c1cnn2-c1ccc(C)cc1	-1	2	1	1	1	0.2	5	0	5	-8
CCOC(=O)c1nn(-c2ccc(F)cc2)c(C)c1C(C)=O	-3	2	4	1	1	-0.1	-8	4	0	0
COc1ccc(-c2csc(N(CC(C)C)C(=O)c3ccco3)n2)cc1	11	-3	-1	-1	-8	0.0	-10	0	0	0
Cc1nnc(SCC(=O)Nc2cccc(N)c2)n1-c1ccccc1	-2	-2	-3	-3	1	-0.1	9	-3	1	0
COc1ccc(N2CCN(C(=O)Cc3ccc(Br)cc3)CC2)cc1	2	-4	-6	-2	11	0.2	-7	-2	-2	0
COc1ccc(C(CC(=O)N2CCOCC2)c2c(OC)cc(OC)c3ccc(=O)oc23)cc1 (stereo unspecified)	3	-1	-1	1	2	5.1	2	4	3	-3
CCOc1ccc(NC(=O)N(O)C2(C#N)CCCCC2)cc1	0	7	-1	-4	2	-0.7	2	-1	0	-1
COc1ccc(Cl)cc1N(CC(=O)NCC(C)C)S(=O)(=O)c1ccc(C)c([N+](=O)[O-])c1	-2	3	3	1	-7	-0.1	6	4	7	4
COc1ccc(CC(=O)NC2=NCCS2)cc1	-4	2	-3	-1	0	0.6	-8	-1	-5	-7
CCN(CC)S(=O)(=O)c1ccc(N2CCOCC2)c(NC(=O)c2cccc3ccccc23)c1	-4	4	-5	-3	2	0.3	-2	-3	4	9
CSc1nc2ccccc2n1CC(=O)Nc1ccccc1	1	3	1	-2	1	0.1	-4	-3	-5	12
COc1ccccc1N1C(=O)[C@@H]2[C@H](C1=O)[C@H](C(=O)c1ccc(OC(C)=O)cc1)N1N=CC=C[C@@H]21	-1	9	-5	3	3	0.4	-4	0	1	3
COc1ccc(/C=C/C(=O)Nc2cccnc2Cl)cc1	6	-1	-8	-5	-4	0.0	5	-5	6	9
